Screening results from PubChem.
Mtb RmlCD inh: M. tuberculosis RmlC/RmlD coupled enzyme inhibitors, primary screen, biochemical, compound mixtures, 384-well, from 1536-well plates | dTDP-4-dehydrorhamnose reductase (Mycobacterium tuberculosis (strain ATCC 25618 / H37Rv)) … | RmlC+RmlD coupled enzyme assay, percent inhibition; primary screen in compound mixtures | inhibition, % at 3.6 µM | 160,000 tested, 0.03% active; in the data active means inhibition mostly above about 34%, no sharp cut-off; further: some results filed as inactive read as strong as hits
Target sequence (P9WH09 whole entry, looked up): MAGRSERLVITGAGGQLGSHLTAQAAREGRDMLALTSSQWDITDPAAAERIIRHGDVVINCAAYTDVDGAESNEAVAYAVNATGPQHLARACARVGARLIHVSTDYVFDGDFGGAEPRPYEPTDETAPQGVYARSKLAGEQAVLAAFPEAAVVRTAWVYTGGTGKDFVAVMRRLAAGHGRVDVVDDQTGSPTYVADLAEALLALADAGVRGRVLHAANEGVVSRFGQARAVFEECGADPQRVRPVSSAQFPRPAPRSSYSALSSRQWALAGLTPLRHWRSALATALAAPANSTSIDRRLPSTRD
Target sequence (P9WH11 whole entry, looked up): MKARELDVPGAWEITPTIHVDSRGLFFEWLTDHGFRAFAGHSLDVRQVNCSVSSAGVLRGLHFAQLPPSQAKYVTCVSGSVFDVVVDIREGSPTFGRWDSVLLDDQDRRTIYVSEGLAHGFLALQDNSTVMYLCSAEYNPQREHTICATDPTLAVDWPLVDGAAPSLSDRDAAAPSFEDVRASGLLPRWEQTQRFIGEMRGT
GlmU inhibition: inhibition of mycobacterial GlmU enzyme – biochemical, glucosamine-1-phosphate acetyltransferase (AID 1376); Bifunctional protein GlmU (Mycobacterium tuberculosis (strain ATCC 25618 / H37Rv)); M. tuberculosis GlmU acetyltransferase enzyme assay; higher % means a stronger effect; inhibition, %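 (tested at 30 µM in the primary screen)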; hits with a dose series show IC50 in µM; 220,000 tested, 0.25% active; in the data active means inhibition above about 13%;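 further: 0% = complete reaction with vehicle and 100% = reaction without substrate; strong numbers were not always called active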
Numbers without * were called inactive; / = not tested or not shown. This is a subset; count on the stated rates, not on these rows.

SMILES	Mtb RmlCD inh	GlmU inhibition
NC(=S)Nc1cccc(O)c1	-4	2.9%
O=C(OCC(=O)N1CCc2ccccc21)C1=COCCO1	0	2.5%
CCn1c(SCC(=O)NCCc2ccc(Cl)cc2)nnc1-c1cccs1	-5	-4.2%
CCOc1ccccc1NC(=O)C(=O)NCC1CCCN1CC (stereo unspecified)	10	0.1%
O=C(NNS(=O)(=O)c1ccc(F)cc1)c1ccc(S(=O)(=O)N2CCCCC2)cc1	-6	9.4%
COc1ccc(C2CC(c3ccccc3)Nc3nc(NS(C)(=O)=O)nn32)cc1 (stereo unspecified)	-10	0.7%
O=C(CN1C(=O)C2CCCCC2C1=O)Nc1nccs1 (stereo unspecified)	21	-4.8%
COCCn1c(SCC(=O)Nc2ccc(OC)c(S(N)(=O)=O)c2)nc2ccccc21	-25	-0.9%
COc1ccc2c(c1)CCCC21SC(NC(C)=O)=NN1C(C)=O (stereo unspecified)	-1	1.5%
Cc1noc(C)c1COC(=O)COc1ccc2c(C)cc(=O)oc2c1	22	4.5%
CCCOC(=O)CCc1n[nH]c(=O)[nH]c1=O	/	-8.1%
O=C(COC(=O)C1(c2ccccc2F)CCCC1)N1CCN(C(=O)c2ccco2)CC1	/	-0.7%
COC(=O)c1ccccc1NC(=O)c1nc2nc(C)cc(C(F)F)n2n1	/	3.9%
Cc1ccccc1NS(=O)(=O)c1ccc(OCC(=O)NCc2cccnc2)cc1	-10	4.8%
CC1(C)Oc2cc3oc(-c4cc(O)cc(O)c4)cc3cc2CC1O (stereo unspecified)	/	0.3%
Cc1c(NC(=O)CSc2nc3c(cnn3-c3ccccc3)c(=O)[nH]2)c(=O)n(-c2ccccc2)n1C	/	1.6%
Cc1ccc(CNC(=O)CO/N=C/c2ccc(C(C)(C)C)cc2)cc1	/	0.7%
Cc1ncc(N=Nc2ccccc2Cl)c(-c2ccccc2)n1	12	-0.8%
CCC(C(=O)Nc1cc(Cl)c(OC)cc1OC)c1ccccc1 (stereo unspecified)	3	2.0%
COc1cccc(C(O)Cc2nc3ccccc3n2C)c1OC (stereo unspecified)	-3	-3.8%
O=C(OCC#CCSc1nnc(-c2ccc(Br)cc2)o1)c1cccs1	4	2.7%
Cc1c(Br)c([N+](=O)[O-])nn1CC(=O)N1CCCc2ccccc21	6	0.9%
O=P(O)(CCCP(=O)(O)CCc1ccccc1)CCc1ccccc1	/	3.7%
CN(C/C=C/C#CC(C)(C)C)Cc1cccc2ccccc12	/	1.0%

Some of these compounds in order of number of heavy atoms, smallest number first.
SMILES	Mtb RmlCD inh	GlmU inhibition
CCCOC(=O)CCc1n[nH]c(=O)[nH]c1=O	/	-8.1%
O=C(CN1C(=O)C2CCCCC2C1=O)Nc1nccs1 (stereo unspecified)	21	-4.8%
CN(C/C=C/C#CC(C)(C)C)Cc1cccc2ccccc12	/	1.0%
COc1ccc2c(c1)CCCC21SC(NC(C)=O)=NN1C(C)=O (stereo unspecified)	-1	1.5%
CC1(C)Oc2cc3oc(-c4cc(O)cc(O)c4)cc3cc2CC1O (stereo unspecified)	/	0.3%
Cc1ccc(CNC(=O)CO/N=C/c2ccc(C(C)(C)C)cc2)cc1	/	0.7%
COC(=O)c1ccccc1NC(=O)c1nc2nc(C)cc(C(F)F)n2n1	/	3.9%
COc1ccc(C2CC(c3ccccc3)Nc3nc(NS(C)(=O)=O)nn32)cc1 (stereo unspecified)	-10	0.7%
Cc1ccccc1NS(=O)(=O)c1ccc(OCC(=O)NCc2cccnc2)cc1	-10	4.8%
COCCn1c(SCC(=O)Nc2ccc(OC)c(S(N)(=O)=O)c2)nc2ccccc21	-25	-0.9%
O=C(COC(=O)C1(c2ccccc2F)CCCC1)N1CCN(C(=O)c2ccco2)CC1	/	-0.7%
Cc1c(NC(=O)CSc2nc3c(cnn3-c3ccccc3)c(=O)[nH]2)c(=O)n(-c2ccccc2)n1C	/	1.6%

2 compounds picked at random from the list so far:
SMILES	Mtb RmlCD inh	GlmU inhibition
Cc1ncc(N=Nc2ccccc2Cl)c(-c2ccccc2)n1	12	-0.8%
O=P(O)(CCCP(=O)(O)CCc1ccccc1)CCc1ccccc1	/	3.7%

The listing continues:
SMILES	Mtb RmlCD inh	GlmU inhibition
CCOc1ccc(C2/C(=C(\O)c3cccc(OC)c3)C(=O)C(=O)N2c2cc(C)on2)cc1OC (stereo unspecified)	6	0.3%
O=C(CCNS(=O)(=O)c1cccc2nonc12)N1CCN(c2cccc(Cl)c2)CC1	/	-1.0%
O=C(CCN1C(=O)c2ccccc2C1=O)NC1=NCCS1	3	4.0%
O=C(CNc1ccccc1)c1ccc([N+](=O)[O-])cc1	-3	-1.1%
CCOC(=O)C1CCCN(C(=O)C2CCCN(S(C)(=O)=O)C2)C1 (stereo unspecified)	/	0.4%
COc1cc2c(cc1OC)CN(C(=O)c1ccc(Br)o1)CC2	/	-3.9%
COc1ccccc1CNc1n[nH]c(NCc2ccccc2OC)n1	10	5.7%
COc1ccc(Sc2nnc(-c3ccccc3)cc2C#N)cc1	4	-3.2%
Cc1c(CCOC(=O)c2ccc(N3CCOCC3)c([N+](=O)[O-])c2)sc[n+]1CC#N	/	-3.6%
CCOc1ccc(-n2c(=O)cc(N3CCN(c4ccccc4)CC3)[nH]c2=O)cc1	5	1.2%
O=C(CSc1nnc2sc3ccccc3n12)NCc1ccco1	/	3.0%
COc1ccc(C(=O)Nc2cc(C)cc(C)c2)cc1S(=O)(=O)N1CCOCC1	/	-4.0%
N#Cc1cnc(NOCc2ccc(Cl)cc2)nc1	1	-2.9%
O=C(Nc1ccc(NC(=S)NC(=O)c2ccccc2Cl)cc1)c1cccc(Cl)c1	/	1.8%
Cc1ccc(Nc2nc(CSc3n[nH]c(N)n3)cs2)cc1	-8	2.5%
CCN(CC)CCCNC(=O)C(C)n1nc(C)c2sc3ccccc3c2c1=O (stereo unspecified)	-3	0.9%
Cc1ccc(C)n1-c1ccccc1N1CCCCC1	-7	0.8%
CCNc1nc(NCC)n2c(SCC(=O)Nc3ccc(F)cc3[N+](=O)[O-])nnc2n1	/	6.6%
CCOc1ccc(C2=CC(c3ccccc3)n3ncnc3N2)cc1 (stereo unspecified)	/	4.5%
O=C1NC(=O)C2(Cc3ccccc3N3CCOCC32)C(=O)N1c1ccccc1 (stereo unspecified)	/	4.7%
O=C(Oc1cc2oc(=O)c3c(c2cc1Cl)CCCC3)c1ccco1	8	-7.5%
Cc1cc(NC(=O)CSc2nncn2N)no1	10	-2.2%
Cc1csc2ncc(C(=O)Nc3ccc(C(F)(F)F)cc3)c(=O)n12	-8	2.6%
O=C(O)C1C2C=CC(C2)C1C(=O)Nc1ccc2c(c1)OCCO2 (stereo unspecified)	10	4.5%
CCOC(=O)N1CCN(c2cc3[nH]c(=S)[nH]c3cc2F)CC1	63	5.8%
N#Cc1c(N)nc2c(c1N)CC(COc1ccccc1)O2 (stereo unspecified)	-4	-0.1%
CN1CCN(C(=O)C23CCC(C)(c4nc5ccccc5nc42)C3(C)C)CC1 (stereo unspecified)	64	1.3%
CO/N=C/C(C#N)c1ncc(C(F)(F)F)cc1Cl (stereo unspecified)	6	-3.6%
O=C(Cc1nn[nH]n1)NCc1ccccc1Cl	46	-3.5%
O=C(Nc1cccc(Cl)c1)Nc1ccc2c(c1)C(=O)OC2	/	-4.8%
CCOc1cnc(-c2ccccc2F)o1	-8	-6.9%
O=C(COC(=O)CC(NC(=O)c1ccccc1Cl)c1ccccc1)Nc1cccc(F)c1 (stereo unspecified)	-8	0.2%
O=C(NCc1ccncc1)c1ccc(Cl)c(S(=O)(=O)N2CCOCC2)c1	/	-3.4%
CCOc1[nH]n(-c2ccccc2)c(=O)c1C=NCC(=O)OC	-12	-2.0%
O=C(c1ccc(C(F)(F)F)cc1)C1CCCN(Cc2cccn2-c2ncccn2)C1 (stereo unspecified)	10	-5.0%
O=C(CCCOc1ccc(Cl)cc1Cl)N/N=C/c1ccc(Cl)cc1	12	-7.6%
COc1ccc(N2CC(C(=O)Nc3ccc(S(=O)(=O)N4CCOCC4)cc3)CC2=O)cc1 (stereo unspecified)	-9	-0.7%
COC(=O)N/N=C(\C)c1ccccc1Br	/	2.3%
O=C(COC(=O)COc1ccc2ccccc2c1)NC1CCCc2ccccc21 (stereo unspecified)	3	0.8%
Cc1cccc(C)c1NC(=O)CN(C)CC(=O)Nc1ccccc1Oc1ccccc1	/	-0.2%
Cc1ccc(S(=O)(=O)N2CCCC2C(=O)NCc2ccco2)cc1 (stereo unspecified)	7	-5.3%
c1ccc(-c2nn3c(-c4ccco4)nnc3s2)nc1	-49	-2.2%
O=C(N/N=C/C=C/c1ccccc1)c1cccc(Br)c1	8	3.6%
CC1(C)CCC(=O)N(c2ccccc2)C1=O	/	0.0%
COc1cc(SC)ccc1C(=O)Nc1ccccn1	0	2.7%
COC(=O)CN(C(=O)CSc1nnc(-c2cccc(OC)c2)o1)c1ccc(OC)cc1	8	-3.0%
CCN1C(=O)/C(=C\N2CCN(C)CC2)SC1=S	8	-1.5%
Cc1ccc(-n2nnnc2SCC(=O)c2ccc3c(c2)NC(=O)CO3)c(C)c1	/	-7.8%
O=c1c2[nH]c3ccc(Cl)cc3c2ncn1Cc1ccccn1	/	0.0%
CC(=O)c1ccc(-c2nc3ccccc3n2C)o1	3	-2.2%
O=c1[nH]c(=O)n(-c2cccc(Cl)c2)c(O)c1C=NCCCN1CCOCC1	-15	6.3%
COCCn1c(-c2ccccc2)nc2oc3ccccc3c(=O)c2c1=O	/	5.7%
CC(C)C[C@@H]1NC(=O)[C@H](C(C)C)NC(=O)c2cc([N+](=O)[O-])cc(I)c2NCC[C@@H](C(N)=O)NC1=O	/	0.8%
Cc1ccc(-n2ncc3c(=O)[nH]cnc32)c(C)c1	-3	1.6%
COC(=O)c1cc2ccsc2n1CC(=O)Nc1ccc(N(C)C)cc1	13	-0.9%
COc1cccc(NC(=S)NCc2cccnc2)c1	3	1.7%
CS(=O)(=O)N(CC(=O)Nc1ccccc1C(=O)NCc1ccco1)c1ccc2c(c1)OCCO2	/	-0.8%
O=C(COC(=O)c1cc(-c2ccccc2Cl)nc2ccccc12)Nc1ncc(C(F)(F)F)cc1Cl	46	3.7%
CCN(CC)c1ccc(N=Cc2c(O)n(CCC3=CCCCC3)c(=O)[nH]c2=O)cc1	12	1.1%
CC(C)N(Cc1nc(-c2ccc(Cl)cc2)no1)C(=O)/C=C/c1ccccc1	-12	8.2%

Not a retest: two of the compounds above.
SMILES	Mtb RmlCD inh	GlmU inhibition
CCN(CC)c1ccc(N=Cc2c(O)n(CCC3=CCCCC3)c(=O)[nH]c2=O)cc1	12	1.1%
CC(C)N(Cc1nc(-c2ccc(Cl)cc2)no1)C(=O)/C=C/c1ccccc1	-12	8.2%

Continuation:
SMILES	Mtb RmlCD inh	GlmU inhibition
CCC(=O)Nc1cc(C(=O)O)ccc1Sc1ccc(Cl)cc1	4	2.5%
CCCSC1=C(C#N)C(c2cccnc2)C(C(=O)OCC)=C(c2ccccc2)N1 (stereo unspecified)	-2	3.2%
O=C(/C=C/c1ccccc1Cl)c1ccc(O)cc1	12	/
COc1cccc(C(=O)Nc2c3c(nc4c2CCC4)CCCC3)c1	-3	-3.8%
COc1ccc(NC(=O)c2c(N)no[n+]2[O-])cc1	7	-0.4%
O=C(CSc1cccc2cccnc12)OCC(=O)c1ccc(Br)cc1	/	7.2%
CCOC(=O)c1nnn(-c2nonc2NC(C)=O)c1C	/	-3.4%
CC1CCC2(CC1)NC(=O)N(CC(=O)Nc1nc(-c3ccc(F)cc3)cs1)C2=O (stereo unspecified)	-7	3.1%
COc1ccc(C(=O)/C(=C\N(C)C)n2nc(C)cc2C)cc1	11	-4.1%
CN1CCCN(C(=O)c2ccc(Cl)c(S(=O)(=O)N(C)c3ccccc3)c2)CC1	/	0.8%
CC1(C)CC(=O)c2sc(NC(=O)CN3CCOCC3)nc2C1	/	-4.7%
CN(C)CCCNC(=O)/C(=N\O)c1ccccc1	/	5.3%
CCOc1ccc(-c2ccc(SCc3ccccn3)nn2)cc1	-4	-3.0%
CC(=O)c1ccc(N2CCN(C(=O)Nc3ccc(C)cc3)CC2)cc1	-6	1.2%
COc1ccc(C(CC(=O)N2CCCCC2)c2c(OC)cc(OC)c3ccc(=O)oc23)cc1 (stereo unspecified)	/	0.6%
Cc1cccc(NC(=O)C2CCCN(S(=O)(=O)c3cccc4nsnc34)C2)c1 (stereo unspecified)	6	6.8%
O=C(Nc1ccc2oc(=O)ccc2c1)c1cc2ccccc2o1	/	-4.5%
Cc1ccc(C)c(/C(O)=C2\C(=O)C(=O)N(CCCN3CCOCC3)C2c2cccnc2)c1 (stereo unspecified)	/	3.4%
CC(=O)Nc1ccc(OCC(=O)N2CCC(Cc3ccccc3)CC2)cc1	5	0.8%
CCOC(=O)C1CCN(Cc2ccc(F)cc2F)CC1	-8	5.5%
COc1ccc(-c2noc(CSc3nc(-c4ccccc4)cc(=O)[nH]3)n2)cc1	/	-2.8%
Cc1nc2ccccc2n1/N=C/c1cccnc1	/	3.0%
CC1(c2ccco2)NC(=O)NC1=O (stereo unspecified)	64	-2.2%
Cc1c(Cl)cn2c(=O)cc(CN(C)Cc3nc4ccccc4c(=O)[nH]3)nc2c1Cl	7	-7.8%
CCOC(=O)c1cnc2c(C(=O)OC)cccc2c1NCc1cccnc1	8	-2.8%
Cc1cccc(C)c1-n1c(C)cc(/C=N/NC(=O)c2ccncc2)c1C	/	0.9%
COc1cc(C(C[N+](=O)[O-])c2c(C)[nH]c3ccccc23)cc(OC)c1OC (stereo unspecified)	8	-1.1%
N#CCSc1n[nH]c2nc3c(c(=O)n12)C1(CCCC1)Cc1ccccc1-3	/	15%
CCOC(=O)C1=C(C)Nc2nnnn2C1c1c[nH]c2ccccc12 (stereo unspecified)	/	-3.9%
O=C(c1cccs1)N1CCN(c2nnc(-c3ccccc3)c3ccccc23)CC1	-15	0.1%
CC12CC3(C)CC(C)(C1)CC(C(=O)NCC(=O)O)(C2)C3	13	-4.5%
